# Compound activity: PubChem BioAssay, National Center for Advancing Translational Sciences (NCATS)
# FEN1 inhibitor: human FEN1 inhibition | P39748 | Recombinant FEN1 flap cleavage, fluorescence, 15 min | Potency, µM (series often up to 114 µM), inactives show top-dose activity change, negative = inhibition, actives largely listed as inhibitors | actives 0.35% (n = 390,000); also: nearly all actives have a fitted effect of over 65% in size
#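 Reaction started by adding substrate (50 nM final) to 10 nM enzyme after 15 min room-temperature compound preincubation. Reads at 0 and 15 min, with data normalized and fitted to a four-parameter Hill equation.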
# TDP1 block: blocks human tyrosyl-DNA phosphodiesterase 1; Q9NUW8; recombinant TDP1, AlphaScreen DNA substrate cleavage; Potency, µM (highest dose often 130 µM), without a hit: at the top dose activity change, negative = inhibition, most hits filed as inhibitors; actives 0.28% (n = 350,000); AID 485290; also: nearly all actives have a fitted effect of over 40% in size
# Target sequence (Q9NUW8 whole entry, looked up): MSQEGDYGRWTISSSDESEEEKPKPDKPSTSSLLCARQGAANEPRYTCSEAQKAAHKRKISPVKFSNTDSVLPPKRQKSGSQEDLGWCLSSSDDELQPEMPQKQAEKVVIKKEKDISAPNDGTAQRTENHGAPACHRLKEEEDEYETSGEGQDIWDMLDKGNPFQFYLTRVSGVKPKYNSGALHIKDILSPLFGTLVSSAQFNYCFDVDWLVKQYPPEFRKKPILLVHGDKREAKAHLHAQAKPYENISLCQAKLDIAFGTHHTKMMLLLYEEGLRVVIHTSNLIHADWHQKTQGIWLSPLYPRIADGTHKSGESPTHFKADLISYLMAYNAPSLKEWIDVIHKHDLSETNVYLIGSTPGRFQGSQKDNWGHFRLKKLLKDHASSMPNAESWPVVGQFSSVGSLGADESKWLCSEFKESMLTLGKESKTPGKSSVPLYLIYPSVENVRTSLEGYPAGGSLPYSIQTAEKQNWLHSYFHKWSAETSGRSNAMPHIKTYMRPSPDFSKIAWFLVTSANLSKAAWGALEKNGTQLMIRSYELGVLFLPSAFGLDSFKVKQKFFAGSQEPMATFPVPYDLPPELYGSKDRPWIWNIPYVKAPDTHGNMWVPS
#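 Enzyme-compound mixtures sat 15 min at room temperature, followed by a 5 min reaction with 15 nM final substrate and 10 min with AlphaScreen beads. Recombinant human Tdp1 was used at 1 nM final.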
# N370S GC: inhibitors or activators of N370S glucocerebrosidase for Gaucher disease | P04062 | N370S GC spleen homogenate, 4MU-glucoside fluorescence | Potency, µM (series often up to 59.4 µM), for inactives: at the highest dose activity change, negative = inhibition, most hits filed as inhibitors | actives 0.092% (n = 330,000) | AID 2101;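 also: 0% = full enzyme activity and -100% = no enzyme basal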
# * hit, by the source's call; u = inconclusive; x = not tested or not shown; & = joins results of further samples; [ ] = another dose, or the depositor's remark. Calls follow the shape of the dose curve; as a rule, active = well fitted curve in the direction sought with a large enough effect; inconclusive = small, poorly fitted or top-dose-only effect, or another doubt; inactive = no such curve, though single readings can be large; an effect the other way counts as inactive or inconclusive. Unless noted, % is scaled to controls: 0 for no effect and ±100 for the full control effect; potency is read from the fitted curve at half-maximal effect. Rows were taken by chance; about 0.57% have a hit in one of these screens.
# Preview, 6 compounds:
[1] COc1cc(/C=N/NC(N)=O)ccc1OC(=O)c1ccc(C)cc1
  FEN1 inhibitor = x
  TDP1 block = 2.9%
  N370S GC = 1.7%

[2] O=C1OC(OC2CCCCC2)(c2ccccc2)c2ccccc21 (configuration not stated)
  FEN1 inhibitor = -26.5%
  TDP1 block = -2.0%
  N370S GC = 7.3%

[3] O=S1(=O)CCC(NC(=S)SCCOc2ccccc2)C1 (configuration not stated)
  FEN1 inhibitor = 2.4%
  TDP1 block = -8.4%
  N370S GC = -3.7%

[4] O=c1[nH]c(-[n+]2ccc3ccccc3c2)c(/C=N/N=C(\[O-])c2ccccc2)s1
  FEN1 inhibitor = -26.7%
  TDP1 block = 1.9%
  N370S GC = 3.8%

[5] O=c1c2ccccc2sc2ccc(Cl)cc12
  FEN1 inhibitor = -8.3%
  TDP1 block = 2.8%
  N370S GC = -0.3%

[6] COCCNC(=O)[C@H]1C[C@@H]1[C@H](NP(=O)(c1ccccc1)c1ccccc1)c1ccccc1
  FEN1 inhibitor = 10.4%
  TDP1 block = 0.0%&9.3%
  N370S GC = 13.0%&-3.7%

# Results, from the first entry:
[1] COc1cc(/C=N/NC(N)=O)ccc1OC(=O)c1ccc(C)cc1
  FEN1 inhibitor = x
  TDP1 block = 2.9%
  N370S GC = 1.7%

[2] O=C1OC(OC2CCCCC2)(c2ccccc2)c2ccccc21 (configuration not stated)
  FEN1 inhibitor = -26.5%
  TDP1 block = -2.0%
  N370S GC = 7.3%

[3] O=S1(=O)CCC(NC(=S)SCCOc2ccccc2)C1 (configuration not stated)
  FEN1 inhibitor = 2.4%
  TDP1 block = -8.4%
  N370S GC = -3.7%

[4] O=c1[nH]c(-[n+]2ccc3ccccc3c2)c(/C=N/N=C(\[O-])c2ccccc2)s1
  FEN1 inhibitor = -26.7%
  TDP1 block = 1.9%
  N370S GC = 3.8%

[5] O=c1c2ccccc2sc2ccc(Cl)cc12
  FEN1 inhibitor = -8.3%
  TDP1 block = 2.8%
  N370S GC = -0.3%

[6] COCCNC(=O)[C@H]1C[C@@H]1[C@H](NP(=O)(c1ccccc1)c1ccccc1)c1ccccc1
  FEN1 inhibitor = 10.4%
  TDP1 block = 0.0%&9.3%
  N370S GC = 13.0%&-3.7%

[7] CN1CCc2ccc(NC(=O)c3ccc(C(F)(F)F)cc3)cc2C1
  FEN1 inhibitor = -11.7%
  TDP1 block = x
  N370S GC = -7.5%

[8] O=C(Cc1ccc(F)cc1)Nc1nccs1
  FEN1 inhibitor = 17.7%
  TDP1 block = -0.6%
  N370S GC = -0.2%

[9] COc1ccc(-c2noc(N3CCCC(C(=O)Nc4cc(F)ccc4F)C3)n2)cc1 (configuration not stated)
  FEN1 inhibitor = 24.5%
  TDP1 block = x
  N370S GC = 0.5%

[10] Cc1ccc(C)c(NC(=S)NCCCN2CCOCC2)c1
  FEN1 inhibitor = 1.0%
  TDP1 block = -1.2%
  N370S GC = -9.0%

[11] CC1(C)Oc2ccc3ccc(=O)oc3c2/C(=C/N)C1=O
  FEN1 inhibitor = -7.9%
  TDP1 block = 2.8%
  N370S GC = 8.6%

[12] CCOC(=O)C1CCCN(C(=O)c2ccc3c(c2)OCCO3)C1 (configuration not stated)
  FEN1 inhibitor = -1.2%
  TDP1 block = 0.3%
  N370S GC = -4.2%

[13] COc1cc2cc[n+]3cc4c(OC)c(OC)ccc4cc3c2cc1OC
  FEN1 inhibitor = x
  TDP1 block = -7.3%[56.1 µM]
  N370S GC = -14.2%

[14] COC(=O)Cc1c(C)c2ccc(O)c(CNCc3ccc(OC)c(OC)c3)c2oc1=O
  FEN1 inhibitor = 2.6%
  TDP1 block = x
  N370S GC = u

[15] O=C(C1CCCN(S(=O)(=O)c2cccc3cccnc23)C1)N1CCN(c2ccc(F)cc2)CC1 (configuration not stated)
  FEN1 inhibitor = -17.3%
  TDP1 block = 3.7%
  N370S GC = 4.7%

[16] Cc1cc(C)cc(-n2nnnc2SCC(=O)Nc2nc(-c3ccc(Cl)cc3)cs2)c1
  FEN1 inhibitor = 0.2%
  TDP1 block = 2.0%
  N370S GC = 2.8%

[17] c1ccc2c(NCC3CCCO3)nc(-c3ccncc3)nc2c1 (configuration not stated)
  FEN1 inhibitor = -7.6%
  TDP1 block = 2.1%
  N370S GC = -2.3%

[18] Cc1cc(S(=O)(=O)N2CCN(c3ccccn3)CC2)c(C)cc1Cl
  FEN1 inhibitor = -7.7%
  TDP1 block = 2.7%
  N370S GC = 0.6%

[19] COc1cccc(Nc2ccccc2C(=O)O)c1
  FEN1 inhibitor = -0.9%
  TDP1 block = 0.0%
  N370S GC = 6.0%

[20] O=C(NCCSCc1ccccc1)C1CCN(S(=O)(=O)Cc2ccccc2)CC1
  FEN1 inhibitor = 2.1%
  TDP1 block = 5.7%
  N370S GC = x

[21] Cc1nnc(SCC(=O)N2CCCC(N3CCN(c4ccc(F)cc4)CC3)C2)o1 (configuration not stated)
  FEN1 inhibitor = -6.6%
  TDP1 block = 2.9%[56.1 µM]
  N370S GC = -4.8%

[22] O=S(=O)(c1cccc(C(F)(F)F)c1)N1CCN(c2nc(-c3cccs3)nc3cc(Cl)ccc23)CC1
  FEN1 inhibitor = -15.4%
  TDP1 block = 0.2%
  N370S GC = x

[23] Cc1ccc2nc(/C(C#N)=C\c3ccc(OC(=O)c4cccs4)cc3)[nH]c2c1
  FEN1 inhibitor = 0.2%
  TDP1 block = 5.9%
  N370S GC = -2.7%

[24] CCn1nc([N+](=O)[O-])c(C(C#N)c2nc3ccccc3n2C)c(Cl)c1=O (configuration not stated)
  FEN1 inhibitor = 3.9%
  TDP1 block = 11.0%
  N370S GC = 0.5%

[25] COc1ccccc1OCC(=O)N1CCC(c2nc3ccccc3o2)CC1
  FEN1 inhibitor = 4.1%
  TDP1 block = 6.8%
  N370S GC = x

[26] Cc1cccc(-n2c(Cc3ccccc3)nnc2SCc2ccc([N+](=O)[O-])cc2)c1
  FEN1 inhibitor = -13.7%
  TDP1 block = 4.2%
  N370S GC = 2.7%

[27] O=C(c1cccc(C(F)(F)F)c1)N(c1ccccn1)C1CCCCC1
  FEN1 inhibitor = -2.2%
  TDP1 block = -5.0%
  N370S GC = 6.7%

[28] O=C(Oc1ccccc1)N1CCOCC1
  FEN1 inhibitor = 0.0%
  TDP1 block = 4.6%
  N370S GC = 11.2%

[29] NC(=O)c1cnccn1
  FEN1 inhibitor = 15.8%
  TDP1 block = 8.4%
  N370S GC = -0.3%&-0.8%&1.4%&-18.8%

[30] CCCn1c(N)c(C(=O)CSc2nc(C)nc3sc(C)c(C)c23)c(=O)[nH]c1=O
  FEN1 inhibitor = 0.1%
  TDP1 block = 0.7%[0.505 µM]
  N370S GC = -0.5%

# Full records as entered above. Order of screens: FEN1 inhibitor, TDP1 block, N370S GC
# Entry for Cc1nnc(SCC(=O)N2CCCC(N3CCN(c4ccc(F)cc4)CC3)C2)o1 (configuration not stated) : -6.6%, 2.9%[56.1 µM], -4.8%
# Entry for CN1CCc2ccc(NC(=O)c3ccc(C(F)(F)F)cc3)cc2C1 : -11.7%, x, -7.5%

# Remaining list, next part:
[31] Cc1nc(C(=O)NCCC(C)C)sc1C1(C)CC(c2cccc([N+](=O)[O-])c2)=NO1 (configuration not stated)
  FEN1 inhibitor = -2.7%
  TDP1 block = 6.2%
  N370S GC = u

[32] COc1ccc(CNC(=O)c2cc3c(=O)n(Cc4cccnc4)ccc3nc2C)cc1
  FEN1 inhibitor = -7.3%
  TDP1 block = -0.6%
  N370S GC = x

[33] O=C(NCc1ccc(F)cc1)C1(c2cccs2)CCOCC1
  FEN1 inhibitor = 19.5%&6.9%
  TDP1 block = 2.6%&0.0%
  N370S GC = 3.5%

[34] CC(C)(C)C(=O)[C@@H]1[C@@H]2C(=O)N(Cc3ccccc3)C(=O)[C@@H]2[C@H]2c3ccccc3C=CN12
  FEN1 inhibitor = x
  TDP1 block = 70.8µM*
  N370S GC = 1.4%

[35] COC(=O)[C@H](CC(C)C)NC(=O)NCCCc1ccccc1
  FEN1 inhibitor = 7.2%
  TDP1 block = 3.8%
  N370S GC = 0.1%

[36] O=C(NC1CCCC1)C(c1ccncc1)N(Cc1ccccc1)C(=O)c1ccc(-c2ccccc2)[nH]1 (configuration not stated)
  FEN1 inhibitor = -6.2%
  TDP1 block = -1.1%
  N370S GC = 9.8%

[37] CC(C)(C)/C(O)=C(/C#N)c1nc2ccccc2[nH]1
  FEN1 inhibitor = 3.7%
  TDP1 block = 8.0%
  N370S GC = u

[38] Cc1ccc(C)c(NC(=S)N(Cc2cccc(Br)c2)CC2CCC(C(=O)O)CC2)c1 (configuration not stated)
  FEN1 inhibitor = -1.6%
  TDP1 block = 6.9%
  N370S GC = 2.5%

[39] O=C1CC(c2ccc(Cl)cc2)SC(N(c2ccccc2)c2ccccc2)=N1 (configuration not stated)
  FEN1 inhibitor = -8.7%
  TDP1 block = 5.6%
  N370S GC = -6.5%

[40] O=C(NCCCn1ccnc1)/C(=C\c1ccccc1Cl)NC(=O)c1ccccc1
  FEN1 inhibitor = 2.9%
  TDP1 block = 2.0%
  N370S GC = -11.4%

[41] COc1cccc(CNC(=O)Cn2c(=O)n3nc(-c4cccc(C)c4)nc3c3ccccc32)c1
  FEN1 inhibitor = 16.9%
  TDP1 block = -7.8%
  N370S GC = x

# Looked up above.
# Entry for entry 32 under FEN1 inhibitor: -7.3%
# Entry for entry 35 under N370S GC: 0.1%
